# Bioassay records as filed in PubChem.
# FLuc counter – counter-screen for miR-21 project: firefly luciferase inhibitors or activators | P08659 | purified FLuc, Km substrates, luminescence inhibition | Potency, µM (highest dose often 57.5 µM), for the others: top-dose activity change, negative = inhibition, hits mostly inhibitors | 360,000 tested, 6.9% active | AID 588342;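 note: plate controls were vehicle for no effect and reference inhibitor for full effect; nearly all actives have a fitted effect of over 55% in size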
# Target sequence (P08659 whole entry, looked up): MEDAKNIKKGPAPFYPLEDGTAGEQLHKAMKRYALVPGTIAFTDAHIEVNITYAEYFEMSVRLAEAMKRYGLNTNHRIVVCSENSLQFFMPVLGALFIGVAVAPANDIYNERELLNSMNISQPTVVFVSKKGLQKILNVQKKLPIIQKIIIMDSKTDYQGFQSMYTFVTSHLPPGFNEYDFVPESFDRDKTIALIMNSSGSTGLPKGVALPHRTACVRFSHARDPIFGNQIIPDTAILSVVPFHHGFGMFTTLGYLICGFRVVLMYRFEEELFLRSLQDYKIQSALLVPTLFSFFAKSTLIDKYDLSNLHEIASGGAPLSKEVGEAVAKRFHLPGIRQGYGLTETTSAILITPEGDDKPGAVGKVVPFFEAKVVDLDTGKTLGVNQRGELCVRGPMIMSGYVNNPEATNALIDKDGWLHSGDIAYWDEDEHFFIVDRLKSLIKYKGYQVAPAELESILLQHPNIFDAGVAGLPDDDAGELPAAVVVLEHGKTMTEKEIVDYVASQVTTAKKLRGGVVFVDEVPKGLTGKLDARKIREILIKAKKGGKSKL
#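 Purified P. pyralis luciferase, 10 nM final, with Km-level 10 uM D-luciferin and 10 uM ATP in 50 mM Tris acetate pH 7.5, 10 mM Mg acetate, 0.01% Tween-20, 0.05% BSA; 6-point qHTS titration about 60 µM downward; luminescence read.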
# RORg inh – blocks mouse ROR gamma transcriptional activity | 310,000 tested, 5.4% active | Potency, µM (highest dose often 53.6 µM), for inactives: at the top dose activity change, negative = inhibition, most hits filed as inhibitors | Drosophila S2 Gal4-RORgamma UAS-luciferase reporter, 20 h | AID 2551 | P51450; note: % is set by controls: 0 for no effect and ±100 for the full control effect; nearly all actives have a fitted effect of over 60% in size
#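 Using a luciferase readout, inhibitors were identified by reduced reporter activity in Drosophila cells coexpressing a copper-inducible Gal4–ROR gamma fusion and UAS-driven Photinus luciferase, incubated 20 hr after 700 uM copper sulfate.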
# Rab9 promoter act – Rab9 promoter activation. Potency, µM (titrated, usually from 9.22 µM), for inactives: at the top dose activation, negative = inhibition, actives largely listed as activators. AID 485297. Huh7 Rab9 promoter-luciferase reporter, luminescence, 24 h. 320,000 tested, 2.8% active; note: % of control where 0% means no effect; nearly all actives have a fitted effect of over 60% in size
#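 Using Huh7 cells stably transfected with Rab9 promoter–luciferase, compounds were incubated 24 h at 37 °C, 5% CO2; luciferase luminescence was read 10 min after reagent addition.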
# CXXC DNA block – blocks binding of human MLL CXXC domain to DNA; 290,000 tested, 0.037% active; MLL-CXXC / FITC-HOXA9 DNA fluorescence polarization; Q03164; Potency, µM (top dose mostly 115 µM), for inactives: at the top dose activity change, negative = inhibition, actives largely listed as inhibitors; active = well fitted inhibition curve with a large enough effect in the polarisation, with a control signal flat, not every such curve was filed as active; inconclusive = small, poorly fitted or top-dose-only effect, or effect the other way, or a change in a side signal; inactive = no such curve, though single readings can be large or run the other way; the % refers to the polarisation
#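 Fluorescence polarization: 7 uM MLL-CXXC (stock) preincubated 5 min with compounds, then 50 nM fluorescein-HOX-A9 DNA (stock) added; 30 min ambient. Buffer 50 mM Tris-HCl pH 7.5, 50 mM NaCl, 1 mM DTT, 0.05% BSA.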
# ELG1 genotoxic – inducers of genotoxicity in HEK293T ELG1-luciferase cells; Potency, µM (series often up to 46 µM), inactives show at the top dose activity change, positive = activation, actives largely listed as activators; HEK293T ELG1-luciferase reporter, luminescence, 16 h; AID 504466; 330,000 tested, 1.3% active; note: % of control where 0% means no effect; nearly all actives have a fitted effect of over 60% in size
#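 DMSO vehicle served as control against compound-treated ELG1-luciferase HEK293T cells; exposure lasted 16 hr at 37 °C and 5% CO2, followed by ONE-Glo luminescence detection after 30 min.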
# Gal4-VP16 FLuc – Gal4-VP16 reporter inhibition counter-screen | Drosophila S2 Gal4-VP16 UAS-luciferase, luminescence, 20 h | Potency, µM (highest dose often 53.6 µM), for the others: at the top dose activity, negative = inhibition, hits mostly inhibitors | 310,000 tested, 3.5% active;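 note: Gal4-VP16 expression switched on by copper sulfate through the metallothionein promoter; % is set by controls: 0 for no effect and ±100 for the full control effect; nearly all actives have a fitted effect of over 50% in size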
# uPA generation – inhibitors of cell surface uPA generation | cell surface uPA generation assay, qHTS | Potency, µM (titrated, usually from 38.3 µM), inactives show at the highest dose activity change, negative = inhibition, most hits filed as inhibitors | 330,000 tested, 0.31% active; active = well fitted inhibition curve with a large enough effect; inconclusive = small, poorly fitted or top-dose-only effect; inactive = no such curve, though single readings can be large or run the other way; tested in mouse RAW 264.7 cells; note: % is set by controls: 0 for no effect and ±100 for the full control effect; nearly all actives have a fitted effect of over 55% in size
# p53 reactivator – re-activators of mutant p53 | H1299 p53-A138V BP100-luciferase reporter, luminescence, 24 h | Potency, µM (titrated, usually from 92.2 µM), for inactives: top-dose activity change, positive = activation, most hits filed as activators | 320,000 tested, 0.063% active; note: % of control where 0% means no effect; nearly all actives have a fitted effect of over 45% in size
#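 p53-null H1299 cells stably carrying temperature-sensitive p53-A138V and a BP100-luciferase reporter were pinned with compounds (4-point, 1:5 series) and held 24 hrs at 37 deg C. Luminescence was read 10 min after detection reagent.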
# MBNL1-CUG inh – MBNL1-poly(CUG) RNA binding inhibition. TR-FRET MBNL1-His/biotin-(CUG)12 binding, 665/545 ratio. Potency, µM (doses to about 57.5 µM), without a hit: at the highest dose activity change, negative = inhibition, most hits filed as inhibitors. 280,000 tested, 0.036% active. AID 2675; active = well fitted inhibition curve with a large enough effect in the signal ratio, with a control signal flat, not every such curve was filed as active; inconclusive = small, poorly fitted or top-dose-only effect, or effect the other way, or a change in a side signal; inactive = no such curve, though single readings can be large or run the other way; the % refers to the signal ratio; note: % is set by controls: 0 for no effect and ±100 for the full control effect
# Target sequence (Q9NR56 whole entry, looked up): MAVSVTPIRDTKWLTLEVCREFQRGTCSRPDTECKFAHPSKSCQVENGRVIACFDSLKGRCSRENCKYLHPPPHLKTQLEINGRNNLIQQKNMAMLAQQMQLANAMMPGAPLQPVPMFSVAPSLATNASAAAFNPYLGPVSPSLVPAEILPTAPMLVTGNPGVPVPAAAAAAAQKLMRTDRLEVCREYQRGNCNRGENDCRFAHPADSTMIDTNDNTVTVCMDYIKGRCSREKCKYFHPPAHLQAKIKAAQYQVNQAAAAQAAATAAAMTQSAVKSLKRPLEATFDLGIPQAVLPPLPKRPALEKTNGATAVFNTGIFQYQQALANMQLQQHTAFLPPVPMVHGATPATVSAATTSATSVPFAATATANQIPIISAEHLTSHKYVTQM
#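 Inhibition of protein-RNA binding appears as loss of TR-FRET between terbium anti-His antibody on MBNL1-His and streptavidin-XL665 on biotin-(CUG)12. Activity is normalized to buffer-only and uninhibited-complex controls.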
# NPC1 prom act – NPC1 promoter activation | Huh7 NPC1 promoter luciferase reporter, 24 h | Potency, µM (titrated, usually from 9.22 µM), inactives show at the top dose activation, actives largely listed as activators | 320,000 tested, 2.4% active | AID 485313;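 note: % of control where 0% means no effect; nearly all actives have a fitted effect of over 60% in size; reporter is driven by a mutant NPC1 promoter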
#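 Huh7 cells stably carrying NPC1 promoter–luciferase, plated in Opti-MEM with 10% FBS for 2 h, were exposed to compound in DMSO for 24 h at 37 °C; luciferase reagent was added for 10 min and luminescence read.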
# BRCA1 expr up – BRCA1 expression activation; MCF7-BRCA1-FFLuc reporter, luminescence, 48 h; response scale: scaled: vehicle 0%, 10 µM genistein 100%; Potency, µM (doses to about 46.1 µM), inactives show at the top dose activation, usual class: activators; 380,000 tested, 1.1% active; AID 624202; note: nearly all actives have a fitted effect of over 80% in size; some results filed as inactive show a strong effect at the top dose
#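 MCF7-BRCA1-FFLuc cells, 2000/well in phenol-red-free MEM, attached 2 h then treated 48 h at 37 C. Luciferase luminescence read 15 min after reagent; normalized to genistein maximum activation (10microM) and DMSO, concentration-response fitted.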
# * marks the source's active call; other numbers are inactive results; ? = inconclusive; . = not tested or not shown; [ ] = dose if it differs, or a comment. Unless noted, calls come from the whole dose curve; as a rule, active = well fitted curve in the direction sought with a large enough effect; inconclusive = small, poorly fitted or top-dose-only effect, or another doubt; inactive = no such curve, though single readings can be large; an effect the other way counts as inactive or inconclusive. Potency is the fitted concentration of half-maximal effect.
SMILES,FLuc counter,RORg inh,Rab9 promoter act,CXXC DNA block,ELG1 genotoxic,Gal4-VP16 FLuc,uPA generation,p53 reactivator,MBNL1-CUG inh,NPC1 prom act,BRCA1 expr up
CCCc1ccc2oc(C(=O)N3CCN(CC(=O)NC(C)C)CC3)c(C)c2c1,-1%,.,-52%[inhibitor],2%,6%,.,2%,.,-10%,0%,0%
CNC(=O)COC(=O)[C@@H](Nc1ccc(S(=O)(=O)N2CCOCC2)cc1[N+](=O)[O-])C(C)C,4%,4%,-2%,1%,1%,5%,-7%,-8%,.,1%,-15%
CCOC(=O)c1cc2c(OC)ccc(OC)c2n1CC(=O)c1ccccc1,0%,-16%,0%,57%[activator],-3%,-2%,-5%,-2%,9%,-1%,-4%
O=C(O)c1cccc(-n2cccc2/C=C/[N+](=O)[O-])c1,?,21%,10%,-25%,13%,6%,14%,7%,2%,2%,9%
Cc1cc(C)c(-c2csc(NC(=O)c3cc([N+](=O)[O-])ccc3N3CCOCC3)n2)c(C)c1,1%,?,-2%,-4%,-6%,-11%,-5%,2%,.,0%,-57%
Cc1ccc(S(=O)(=O)N(C)C)cc1NC(=O)COC(=O)/C=C/c1ccc(F)cc1,1%,.,1%,.,-7%,.,0%,1%,.,-2%,0%
COc1cc(C(=O)Nc2ccc(OCC(=O)O)cc2)cc(OC)c1OC,4%,?,16%,7%,1%,-2%,-1%,9%,0%,3%,-5%
Cc1ccc(-c2nc3ccccc3[nH]2)cc1NC(=O)c1ccc2c(c1)OCO2,11µM*,26%,3%,-2%,-2%,-4%,-3%,6%,1%,?,-6%
O=S(=O)(c1cnccc1N1CCN(/N=C/c2ccc(Cl)cc2)CC1)N1CCCCC1,-2%,-7%,3%,7%,-2%,7%,3%,-3%,-2%,0%,-34%
O=C(CSCc1ccc(C(=O)O)cc1)Nc1ccc2ccccc2c1,?,?,0%,0%,1%,0%,2%,-4%,2%,2%,9%
O=C1CC(c2ccccc2)CN1C(=O)c1ccccc1 (configuration not stated),-1%,-10%[10 µM],0%,-2%,-8%,-5%,-7%,5%,-5%,7%,6%
O=C(NCc1nc2ccccc2[nH]1)C1=C[C@H](C2CCCCC2)C[C@H](OCc2ccc(CO)cc2)O1,5%,?,-1%,11%,-14%,-1%,?,-3%,-2%,-5%,-45%
COc1ccc(N(CC(=O)NC2CCCCC2)C(=O)CNC(=O)c2cccs2)cc1OC,0%,4%,2%,?,0%,1%,-2%,1%,-2%,-1%,-4%
Clc1ccsc1-c1csc(-c2cccnc2)n1,11µM*,26%,?,5%,?,?,-13%,?,39%[activator],16%,-7%
CCOC(=O)c1cc(COc2cc(Cl)cc(Cl)c2)on1,3%,42%,0%,-8%,-1%,3%,5%,4%,-3%,2%,-16%
O=C(COC(=O)c1cnccn1)c1ccc([N+](=O)[O-])cc1,4%,28%,-2%,0%,-4%,20%,4%,7%,?,1%,-15%
CC/C(=N/O)c1cnnc(SC)n1,4%,9%,1%,4%,6%,0%,0%,-9%,.,-1%,2%
CCc1ccc(C(=O)O)cc1,4%,1%,-4%,-8%,-1%,23%,2%,2%,-22%,-3%,3%
Cc1ccc2cc(CCNC(=O)c3cc4ccccc4o3)c(=O)[nH]c2c1C,-18%,13%,0%,4%,-14%,-7%,8%,-3%,-1%,0%,-3%
CCOC(=O)Cn1nc(C)c(NC(=O)COc2ccc([N+](=O)[O-])c(C)c2)c1C,6%,19%,3%,7%,-5%,6%,-2%,2%,-8%,-4%,-4%
COC(=O)c1ccc(N2OC3(C)C=CC2CC3)cc1 (configuration not stated),21µM*,9%,?,3%,?,-10%,-5%,?,-1%[11.5 µM],30%,?
CN(C)/C=C/C(=O)c1ccccc1OCc1cnc(Cl)s1,6%,2%,-5%,3%,-4%,-14%[10 µM],-18%,-10%,-1%,-4%,-11%
CC1(C)CC(=O)C=C(NCCN2CCN(C(=O)Nc3ccccc3)CC2)C1,0%,6%,-1%,-3%,-2%,-15%,1%,3%,3%,-1%,-5%
CN(C)C(=O)N1CCC(C(=O)NCc2ccccc2Cl)CC1,2%,-26%,-2%,9%,-1%,-16%,13%,-3%,-4%,-2%,7%
Cc1ccc(-n2ncc(C(=O)Nc3ccc(Cl)cc3)c2C2CCNCC2)cc1C,-2%,-23%,-8%,5%,-5%,-4%,-5%,19%,4%,-9%,-11%
COC(=O)c1ccccc1NC(=O)COC(=O)C1CCCCC1,?,-13%,0%,-11%,8%,-9%,2%,-1%,6%,-1%,0%
Cc1ccccc1C(=O)NNC1=NCCC1,5%,13µM*,-3%,7%,0%,14µM*,.,-3%,-4%,-2%,8%
O=C(NCc1ccccc1)C(c1ccco1)N(C(=O)c1ccccn1)c1ccc(F)cc1 (configuration not stated),0%,23%,10%,-3%,-1%,25%,3%,0%,2%,0%,40%
COc1ccc(OC)c(/C=C/C(=O)c2ccc3c(c2)OCCO3)c1,2.4µM*,10µM*,23%,-6%,7%,-25%,?,-7%,3%,20%,-42%
Cc1cc(NC(=O)c2cccs2)n(-c2nc3ccccc3[nH]2)n1,-1%,13%,-4%,7%,0%,-9%,-2%,18%,-2%,-3%,2%
COc1ccc(S(=O)(=O)N(C)C)cc1NC(=O)COC(=O)Cn1cnc2ccccc2c1=O,4%,.,-4%,.,-1%,.,1%,-11%,.,-1%,0%
CCOc1ncccc1C(=O)OCC(=O)Nc1ccc(C(C)C)cc1,-14%,-4%,16%,3%,0%,-10%,4%,1%,.,-10%,25%
Cc1ccc(CNC(=O)CCS(=O)(=O)c2cc3c(cc2Cl)NC(=O)CO3)o1,0%,40%,0%,.,-1%,-5%,-1%,.,-14%,-3%,1%
COc1cccc(NS(=O)(=O)c2ccc3c(c2)NC(=O)CC(=O)N3)c1,0%,1%,0%,6%,0%,-9%,9%,1%,-5%,0%,10%
Cc1ccc(O)c(C(=O)c2cnc3c(c2)c(=O)n(C)c(=O)n3C)c1,-3%,-42%,-6%,2%,-3%,-6%,1%,-3%,-6%,-5%,11%
CCC(=O)Nc1c2c(nn1-c1ccc(F)cc1)CS(=O)C2 (configuration not stated),0%,-13%,-6%,-8%,6%,-6%,14%,-5%,-6%,0%,-25%
O=C(NCc1ccccn1)c1ccc(CNS(=O)(=O)c2ccc(F)cc2)cc1,?,16%,0%,7%,0%,-1%,-21%,-4%,-5%,-1%,18%
O=C(CCC(=O)NNC(=O)COc1ccccc1)NCc1ccccc1,1%,-2%,2%,-10%,1%,-6%,.,1%,3%,1%,1%
COc1ccc(OC)c(C2=NOC(C(=O)Nc3cc(C)nn3-c3ccccc3)C2)c1 (configuration not stated),4%,5%,-2%,10%,-1%,8%,-17%,3%,4%,-5%,-8%
C[C@@H]1CCC(=O)N(C[C@@H](C)CSc2ccccc2)CC1,5%,11%,1%,-4%,-1%,24%,-2%,.,-4%,0%,-4%
COc1ccc(S(=O)(=O)N2CCC(C(=O)NCC(c3cccs3)N(C)C)CC2)cc1 (configuration not stated),0%,8%,-8%,0%,-3%,-3%,3%,4%,3%,0%,-1%
Cc1nnc(NC(=O)CCS(=O)(=O)Cc2ccccc2)s1,-2%,-17%,4%,12%,-4%,-1%,0%,6%,4%,-6%,-55%
N#CC1(NC(=O)CSc2nnc(-c3ccccc3F)o2)CCCCC1,4%,.,-4%,.,1%,.,1%,11%,.,-4%,0%
CN1CCN(S(=O)(=O)c2ccc(N3CCN(C(c4ccccc4)c4ccccc4)CC3)nc2)CC1,-2%,-2%,-2%,8%,10%,7%,4%,4%,2%,2%,2%
CCn1c(O)c(C=NC2CCCC(C)C2C)sc1=S (configuration not stated),15µM*,?,?,3%,?,?,-7%,?,22%,?,14%
N#CC(C#N)=Cc1c(N2CCN(c3ccccc3)CC2)nc2ccccn2c1=O,0%,-1%,12%,?,8%,1%,?,12%,?,10%,5%
CN1C(=O)/C(=C/c2cc(N=Nc3ccccc3)ccc2O)SC1=S,?,-19%,-4%,-7%,-1%,-12%,-10%,9%,19%,1%,-19%
CCNC(=O)CSc1nc(-c2ccc(F)cc2)cs1,?,1%,28%,8%,17%,2%,0%,22%,1%,16%,?

# The list is partial, so the mix of outcomes need not match the whole.
